# Screens: PubChem, several laboratories
# Efflux pump inh: inhibitors of Candida antifungal efflux pumps expressed in yeast. S. cerevisiae Candida pump triplex, Nile Red efflux. inhibition, % at 10 µM. hit rate 0.44% among 330,000. AID 485275;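 active = plate passing quality check with inhibition over a set limit, or well fluorescence over plate mean plus 4 SD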;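 note: Nile Red retained in pooled yeast measured as flow cytometry median fluorescence; 0% = buffer negative control and 100% = Enniatin B positive control; higher means more Nile Red kept so more efflux inhibition; some compounds called inactive have numbers as strong as hits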
# GRK2 aptamer HTS: human GRK2 inhibition via aptamer displacement | P25098 | bead flow cytometry, FAM-aptamer displacement from GRK2 | inhibition of aptamer binding, % at 10 µM | hit rate 0.59% among 330,000;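 active = inhibition of aptamer binding above 40%, roughly 3 SD of noise, on plates passing a quality check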;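 note: median bead fluorescence of bound FAM aptamer so fluorescent compounds give negative values; no value below 0 was filed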
# VLA-4 inh: inhibition in a human VLA-4 binding assay; VLA-4 expressing cells, ligand binding flow cytometry; inhibition, % (about 7 µM as worked out from the volumes in the protocol); hit rate 0.2% among 330,000; AID 2557; in the data active = inhibition above about 50%
# Fam108B inh: blocks mouse Fam108B hydrolase in RBBP9 counter-screen; inhibition, % at 9.51 µM; hit rate 0.33% among 300,000; recombinant Fam108B, FP-Rh probe fluorescence polarization;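 active = inhibition above the screen mean inhibition plus 3 SD, computed separately per campaign, cut at about 18% in these data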;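 note: inhibitors lower polarization as less probe binds the enzyme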
# GLD-1 RNA inh: GLD-1-TGE RNA interaction inhibition (C. elegans) | Q17339 | purified GLD-1 + fluorescein TGE RNA, fluorescence polarization | inhibition, % at 5.96 µM | hit rate 0.44% among 320,000;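 active = percent inhibition above a per-plate cutoff, the plate mean of test compounds plus 3 SD, cut at about 30% in these data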;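 note: 0% = DMSO wells with GLD-1 and probe and 100% = wells lacking GLD-1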
# Target sequence (Q17339 whole entry, looked up): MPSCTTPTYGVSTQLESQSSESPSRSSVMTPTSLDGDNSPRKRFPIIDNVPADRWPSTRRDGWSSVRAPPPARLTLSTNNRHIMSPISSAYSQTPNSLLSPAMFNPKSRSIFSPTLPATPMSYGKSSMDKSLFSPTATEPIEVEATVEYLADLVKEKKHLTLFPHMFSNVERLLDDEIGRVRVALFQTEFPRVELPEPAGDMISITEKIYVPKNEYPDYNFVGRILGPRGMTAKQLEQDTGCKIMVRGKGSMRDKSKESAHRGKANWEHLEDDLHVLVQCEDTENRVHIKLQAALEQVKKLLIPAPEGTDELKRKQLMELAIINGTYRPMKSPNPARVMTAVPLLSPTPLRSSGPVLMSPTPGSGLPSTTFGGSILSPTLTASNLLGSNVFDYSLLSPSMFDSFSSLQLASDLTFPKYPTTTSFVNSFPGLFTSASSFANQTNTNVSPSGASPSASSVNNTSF
# MCL1 BIM primary: MCL1-BIM-BH3 interaction inhibition (human); hit rate 0.68% among 320,000; GST-MCL1 / FITC-Bim-BH3 fluorescence polarization; Q07820; AID 2057; inhibition, % at 10.9 µM;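 active = inhibition above the mean inhibition of all tested compounds plus 3 SD, set per campaign, cut at about 40% in these data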;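 note: 0% = DMSO wells and 100% = unlabeled Bim-BH3 peptide control; higher means more loss of mP so more displacement of Bim peptide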
# Target sequence (Q07820 whole entry, looked up): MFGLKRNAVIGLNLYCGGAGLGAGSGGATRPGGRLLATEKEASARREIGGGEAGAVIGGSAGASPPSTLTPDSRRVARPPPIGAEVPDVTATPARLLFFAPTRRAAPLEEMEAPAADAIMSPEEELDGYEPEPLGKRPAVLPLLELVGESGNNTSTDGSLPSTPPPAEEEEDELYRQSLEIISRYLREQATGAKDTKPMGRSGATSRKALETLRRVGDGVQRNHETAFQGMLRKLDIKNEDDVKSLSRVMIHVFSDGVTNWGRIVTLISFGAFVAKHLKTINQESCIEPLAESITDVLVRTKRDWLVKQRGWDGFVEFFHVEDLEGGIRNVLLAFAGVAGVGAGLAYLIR
# Bcl-xL primary: inhibitors of human Bcl-xL; Q07817; GST-Bcl-xL / FITC-Bim BH3 peptide fluorescence polarization; inhibition, % at 10.9 µM; hit rate 0.7% among 320,000;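 active = inhibition above the mean of all tested compounds plus 3 SD, cutoff set per campaign, cut at about 30% in these data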;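 note: 0% = DMSO wells and 100% = unlabeled Bim-BH3 peptide competitor; inhibitors lower millipolarization by displacing the labeled peptide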
# Target sequence (Q07817 whole entry, looked up): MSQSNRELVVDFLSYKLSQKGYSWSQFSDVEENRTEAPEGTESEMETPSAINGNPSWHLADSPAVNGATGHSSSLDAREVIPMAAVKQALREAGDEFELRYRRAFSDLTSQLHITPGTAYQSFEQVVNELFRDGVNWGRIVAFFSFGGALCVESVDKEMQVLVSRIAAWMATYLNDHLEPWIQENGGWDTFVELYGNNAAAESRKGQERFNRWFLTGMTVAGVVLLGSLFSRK
# PME-1 inh: PME-1 (human) inhibition. recombinant PME-1, FP-Rh probe fluorescence polarization. inhibition, % at 5.9 µM. hit rate 0.53% among 320,000. AID 2130;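 active = inhibition above the campaign mean of all compounds plus 3 SD, cut at about 26% in these data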;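 note: competitive labeling of PME-1 active site by serine hydrolase directed probe; 0% = PME-1 with DMSO and 100% = wells lacking PME-1 enzyme; inhibitors block probe labeling so polarization falls and inhibition rises; many of its hits are not listed in these tables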
# MEX-5 binding: C. elegans MEX-5 TCR-2 RNA binding activity; Q9XUB2; MEX-5/FITC-TCR2 RNA binding, fluorescence polarization; stronger effect = lower value; activity score (negative = inhibition of binding), % at 10 µM; hit rate 0.38% among 300,000; AID 1832;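 active = inhibition past about -25% in most replicates, and total fluorescence under double the plate's negative control median, limit read from the data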;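 note: 0% = DMSO and -100% = 5 µM competing unlabeled TCR2 RNA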
# The depositor's hits bear a star; · = not tested or not shown. This is a subset; the hit share may differ from the screen's.
# The line under a structure holds: Efflux pump inh, GRK2 aptamer HTS, VLA-4 inh, Fam108B inh, GLD-1 RNA inh, MCL1 BIM primary, Bcl-xL primary, PME-1 inh, MEX-5 binding
CCN(CC)S(=O)(=O)c1ccc(OC)c(NC(=O)COc2ccccc2[N+](=O)[O-])c1
→ 0.0, 4, 22, 3, 9, 2, 8, -3, 2.5
C[C@@H]1C[C@H](Nc2ccccc2)c2ccccc2N1C(=O)c1cccnc1
→ 0.0, 0, 7, -5, 5, 6, -2, 1, 0.8
C=CCNC(=O)N[C@@H](Cc1ccccc1)C(=O)OC
→ 0.1, 0, -12, -2, 5, 11, 0, -1, -0.5
O=C1CN(C(=O)COc2ncnc3ccccc23)c2ccccc2N1
→ -0.1, 1, -5, 0, -2, -19, 3, 1, 2.6
O=C(NCc1ccc(F)cc1)C1CCCN(S(=O)(=O)c2cccnc2)C1 (stereo not given)
→ -0.3, 0, 2, 2, 4, -5, 0, -3, 0.6
CCOCCCN(C)C1CCN(C(=O)c2oc3ccccc3c2NC(=O)Cc2cccc([N+](=O)[O-])c2)CC1
→ -0.4, 4, 9, 1, 2, 4, 2, -1, -3.0
O=S(=O)(Nc1ccccn1)c1cc(Cl)ccc1Cl
→ -0.2, 4, 4, -2, -4, -3, -3, 3, 0.6
COc1ccc(NC(=O)c2ccc(-c3ccc(OC)cc3)s2)cc1
→ 0.0, 2, 18, -4, 6, -1, 4, -1, 1.9
O=CN1CCN(C2CC(=O)N(c3ccc4c(c3)OCO4)C2=O)CC1 (stereo not given)
→ -0.1, 1, 0, 3, -4, 6, 2, -2, 1.6
COc1cc(NC(=O)C/C(C)=N/NC(=O)c2cccs2)c(OC)cc1Cl
→ -0.2, 0, 3, -1, 10, 1, -1, -4, -2.2
CC(=O)Nc1cc(O)cc(O)c1
→ 0.0, 3, 2, 1, 7, 2, 4, 0, -1.0
COc1ccccc1NC(=O)Cc1nn(C)c(=O)c2ccccc12
→ -0.1, 1, 3, -2, 0, -2, 2, -4, 3.8
Fc1ccc(-c2nnc(Cc3nnc(-c4ccc(F)cc4)o3)o2)cc1
→ 0.1, 0, -5, -3, 4, 4, 2, -2, ·
c1ccc2cc(OCCN3CCCC3)ccc2c1
→ 0.1, 0, 17, -2, 7, 4, 3, 1, 2.7
Oc1ccc(/C=N/Nc2ncc(Br)cn2)c(O)c1
→ 0.0, 1, 0, 6, -1, 10, 7, 13, -2.9
C=CCOc1c(Br)cc(CNc2nccs2)cc1OC
→ 0.0, 2, 9, 1, 4, 3, -1, 2, -0.6
Cc1cccc2c(C(=O)N3CCCCC3)cc(-c3ccccc3)nc12
→ 0.1, 0, 10, -4, 3, -9, 0, 3, 1.8
Cc1ccc(Cl)cc1N1CCN(CC(O)COCc2ccco2)CC1 (stereo not given)
→ 0.0, 0, 14, 3, 7, 9, 7, 8, -1.7
CN(C(=O)c1cccc(C#N)c1)c1nnc(-c2ccccn2)s1
→ 0.0, 4, 7, 0, -3, 5, 5, 1, -1.0
CCN(CC(=O)Nc1c(F)cccc1F)C(=O)c1nn(C)c(=O)c2ccccc12
→ 0.0, 4, -11, ·, 3, 8, 3, 7, ·
COc1ccc(/C=N/N(C)C2=NCCN2)c(OC)c1OC
→ -0.7, 3, 26, 6, 2, 1, 6, 0, 0.0
COc1cccc(C(C(=O)NC2CCCC2)N(Cc2ccccc2OC)C(=O)c2ccco2)c1 (stereo not given)
→ 0.1, 7, 22, 4, 3, 5, 6, 0, 0.3
O=c1c2c3c(sc2ncn1/N=C/c1ccco1)CCCC3
→ 0.2, 1, 7, 1, 1, -14, -6, -2, 0.4
COc1ccc(NC(=S)NCC2CCCO2)c(OC)c1 (stereo not given)
→ 0.1, 0, -1, 3, 7, 8, 5, -7, 3.1
CCOC(=O)CN1N=C(/C=C/c2ccc(OC)cc2)CCC1=O
→ 0.1, 1, 14, -3, -7, -2, 2, -2, 3.0
Cc1c([N+](=O)[O-])c(C(=O)Sc2ccc(Br)cc2)nn1C
→ 0.2, 4, 8, -1, 1, 4, 1, -2, 1.7
O=C(CCC(=O)Nc1ccccc1Cl)NNC(=O)Nc1cccc([N+](=O)[O-])c1
→ -0.1, 1, -1, 1, 2, 0, 5, 3, 0.1
COc1cccc(C(=O)OCc2ccccc2C#N)c1O
→ 0.1, 1, 12, 0, 4, 5, 2, -1, ·
Cc1ccc(CNC(=O)C2CN(S(C)(=O)=O)c3cc(Cl)ccc3O2)cc1 (stereo not given)
→ -0.1, 1, -2, 0, 3, -5, 0, -1, -1.2
COc1ccc(/C=C2\SC(=S)N(CCC(=O)NCCCn3ccnc3)C2=O)cc1
→ -0.3, 0, -3, -1, 1, 4, 5, -2, 1.6
CCOc1ccc2nnnn2n1
→ -0.2, 1, -16, -2, 3, 1, 0, 6, 3.3
CC(=O)c1ccc(Nc2cc(C)nc3ccccc23)cc1
→ -0.1, 0, -7, -1, -9, 3, 5, -5, -1.8
Cc1ccc(NC(=O)CSc2nc3c(c(=O)[nH]2)CCC3)c(C)c1
→ -0.1, 2, 11, 0, 0, -4, 2, -5, -1.5
CCc1nnc(NC(=O)c2ccc(Br)c(S(=O)(=O)N3CCOCC3)c2)s1
→ 0.0, 2, 2, -6, 5, 0, -1, -1, -0.2
COc1ccc(C(c2c(C)[nH]n(C(N)=S)c2=O)C(C#N)C#N)cc1 (stereo not given)
→ 0.1, 0, 22, 3, -8, 4, 5, 4, ·
COc1cc2cc(CN(CCc3ccccc3C)C(=S)NCCCN(C)C)c(=O)[nH]c2cc1OC
→ 8.9*, 0, 6, 2, 2, 5, 0, -6, -2.3
Cc1nonc1CC(=O)N1CCCC(C(=O)c2cccc(C(F)(F)F)c2)C1 (stereo not given)
→ 0.1, 3, 5, 4, 9, 8, 4, -5, -0.2
O=C(N/C(=C/c1ccccc1)C(=O)N1CCCCC1)c1ccccc1
→ 0.1, 0, 10, 6, 4, 9, 7, 2, -1.3
COc1ccc(C(=O)N/N=C/c2c[nH]c3ccccc23)cc1
→ 0.0, 0, 2, -3, -1, 11, 3, 8, 1.3
CC(=O)Nc1cccc(CCc2nc3ccccc3[nH]2)c1
→ -0.1, 1, 11, 3, 0, 6, 3, -5, 1.8

# Remaining list, next part
smiles | Efflux pump inh | GRK2 aptamer HTS | VLA-4 inh | Fam108B inh | GLD-1 RNA inh | MCL1 BIM primary | Bcl-xL primary | PME-1 inh | MEX-5 binding
Cc1cccc(-n2c(SCc3cc(=O)n4c(C)cccc4n3)nc3[nH]ncc3c2=O)c1 | 0.1 | 0 | 15 | 1 | 2 | 4 | 6 | 1 | -0.5
COC(=O)c1ccc(-c2csc(NC(=O)C3=COCCO3)n2)cc1 | 0.2 | 4 | -17 | 3 | 3 | -6 | 2 | -3 | 0.3
CC1CCCN(C(c2cccs2)c2nnnn2Cc2ccccc2)C1 (stereo not given) | 0.0 | 0 | -5 | -2 | -13 | -20 | -12 | -5 | 2.5
CCCCN(C)C(=S)Nc1ccc2nc(N3CCN(CC)CC3)cc(C)c2c1 | 0.0 | 0 | 10 | 2 | -1 | 4 | 10 | 4 | 1.1
CN1CCNC(=O)C1CC(=O)O (stereo not given) | 0.0 | 1 | 3 | -2 | 6 | 2 | -2 | 5 | -0.5
CCCn1c(CCC(=O)O)nc2cc(S(=O)(=O)N3CCCC3)ccc21 | 0.1 | 1 | -6 | -26 | -1 | -3 | 5 | -34 | -0.1
CC(=O)n1nc(-c2ccncc2)nc1SCC(=O)Nc1cccc(Cl)c1 | 0.0 | 3 | -1 | -2 | 3 | -2 | -2 | -2 | -4.8
O=C(CN1CCN(c2ccccn2)CC1)Nc1ccccc1F | -0.1 | 6 | 8 | 1 | 5 | 12 | 3 | -4 | -0.1

# 6 structures out of the list, ordered by molar mass, ascending.
smiles | Efflux pump inh | GRK2 aptamer HTS | VLA-4 inh | Fam108B inh | GLD-1 RNA inh | MCL1 BIM primary | Bcl-xL primary | PME-1 inh | MEX-5 binding
CC(=O)Nc1cccc(CCc2nc3ccccc3[nH]2)c1 | -0.1 | 1 | 11 | 3 | 0 | 6 | 3 | -5 | 1.8
O=C(CN1CCN(c2ccccn2)CC1)Nc1ccccc1F | -0.1 | 6 | 8 | 1 | 5 | 12 | 3 | -4 | -0.1
COC(=O)c1ccc(-c2csc(NC(=O)C3=COCCO3)n2)cc1 | 0.2 | 4 | -17 | 3 | 3 | -6 | 2 | -3 | 0.3
CCCn1c(CCC(=O)O)nc2cc(S(=O)(=O)N3CCCC3)ccc21 | 0.1 | 1 | -6 | -26 | -1 | -3 | 5 | -34 | -0.1
CC(=O)n1nc(-c2ccncc2)nc1SCC(=O)Nc1cccc(Cl)c1 | 0.0 | 3 | -1 | -2 | 3 | -2 | -2 | -2 | -4.8
CCCCN(C)C(=S)Nc1ccc2nc(N3CCN(CC)CC3)cc(C)c2c1 | 0.0 | 0 | 10 | 2 | -1 | 4 | 10 | 4 | 1.1

# Other results follow:
smiles | Efflux pump inh | GRK2 aptamer HTS | VLA-4 inh | Fam108B inh | GLD-1 RNA inh | MCL1 BIM primary | Bcl-xL primary | PME-1 inh | MEX-5 binding
O=C(CN(Cc1ccc(Cl)cc1)C(=O)c1csnn1)NCc1ccc(F)cc1 | -0.2 | 4 | -14 | 1 | 4 | 14 | 7 | -2 | 0.0
CC(NC(=O)c1ccccc1[N+](=O)[O-])C1CC2CCC1C2 (stereo not given) | 0.3 | 0 | 13 | 0 | 1 | 7 | 4 | -7 | 1.1
COc1cc(NC(=O)Nc2cccc(Cl)c2)c(C(=O)O)cc1OC | 0.1 | 1 | -4 | -3 | -4 | 3 | 5 | -3 | 0.6
COc1ccc(OCC(O)Cn2c(N3CCCCC3)nc3c2c(=O)[nH]c(=O)n3C)cc1 (stereo not given) | 0.2 | 1 | -9 | -2 | -4 | 9 | 2 | 0 | 2.7
CCN(C(=O)COC(=O)c1ccc(Br)o1)C1CCCCC1 | 0.0 | 0 | 13 | 1 | 2 | -2 | -1 | -6 | 1.9
O=C(O)COc1ccccc1C1C2C(=O)N(c3ccccc3)C(=O)C2ON1c1ccccc1 (stereo not given) | -0.1 | 0 | 34 | 1 | 2 | 3 | 7 | -2 | -3.9
C[C@H](N)C(=O)OCc1ccc([N+](=O)[O-])cc1 | -0.2 | 1 | 5 | -1 | 0 | 3 | 4 | 2 | 0.6
O=C(Cn1cc(C(=O)c2cccs2)c2ccccc21)NC1CCCCC1 | -0.2 | 0 | -1 | -2 | 8 | 4 | 4 | 1 | 0.4
CN(C(=O)c1ccc(NC(=O)C2CCCN(C(=O)OC(C)(C)C)C2)cc1)C1CCCCC1 (stereo not given) | 0.2 | 1 | 6 | · | 6 | · | · | · | ·
COc1ccccc1CNC(=O)COC(=O)CCC(=O)c1cccs1 | -0.1 | 2 | 12 | -2 | 2 | -2 | 2 | 0 | -1.4
Cc1ccc(NC(=O)C(=O)c2ccc(C)cc2)cc1 | 0.1 | 3 | -4 | 0 | -1 | 2 | 4 | 2 | 0.5
CN(C)CCNc1oc(-c2ccccc2F)nc1C#N | -0.1 | 0 | 21 | -1 | 3 | 5 | 1 | 0 | 1.1
Cc1cc(/C=C2\SC(=S)N(C)C2=O)c(C)n1-c1cccc(O)c1 | 0.4 | 7 | -96 | 1 | -32 | -30 | -13 | -7 | -0.9
CCOC(=O)C1=C(c2ccccc2)NC(=O)NC1c1ccc(O)c(Cl)c1 (stereo not given) | 0.2 | 0 | -4 | 2 | 0 | 3 | 7 | 1 | -0.9
COc1ccc(S(=O)(=O)N(C)CC(=O)Nc2ccc(F)cc2)cc1 | -0.1 | 3 | -7 | 2 | 1 | 11 | 0 | 1 | -1.5
